# From PubChem
# BioA inh = M. tuberculosis BioA enzyme inhibitors, primary screen, biochemical, plate reader, single point, HTS; 7,8-diaminopelargonic acid synthase BioA (Mycobacterium tuberculosis); purified M. tuberculosis BioA enzyme; inhibition, % at 9.99 µM; 0.096% of 360,000 active; in the data active means inhibition above about 40%
# Active calls of the source: *. An excerpt, so the mix of outcomes need not match the whole.
SMILES | BioA inh
CC(=O)N1[C@@H]2c3ccc(-c4ccccc4)c(=O)n3C[C@H]1[C@H](CO)[C@H]2C(=O)N1CCCCC1 | -0.8
O=C(Nc1ccc2c(c1)OCO2)N[C@@H]1CC[C@H](CC(=O)N2CCN(c3ccccc3)CC2)O[C@@H]1CO | 1.0
Cc1cccc(-c2ccc([C@@H]3[C@@H](CO)N4CCCCN(S(=O)(=O)c5cccc(C)c5)C[C@H]34)cc2)c1 | -5.4
O=C(Nc1cc(F)ccc1F)N1CCCCN2[C@H](CO)[C@H](c3ccc(C4=CCCCC4)cc3)[C@@H]2C1 | 5.9
CN(C)C(=O)c1cccc(-c2ccc3c(c2)[C@@H]2[C@@H](CCN2S(=O)(=O)c2ccccc2)[C@@H](CO)N3)c1 | 1.2
COc1ccc(S(=O)(=O)Nc2ccc3c(c2)C(=O)N([C@@H](C)CO)C[C@H](C)[C@H](CN(C)CC2CCCCC2)OCCCC[C@H](C)O3)cc1 | -0.8
Cc1noc(C)c1NC(=O)N(C)C[C@@H]1Oc2c(NC(=O)Nc3ccc4c(c3)OCO4)cccc2C(=O)N([C@H](C)CO)C[C@H]1C | -0.9
C[C@@H]1CN([C@H](C)CO)C(=O)Cc2cc(NC(=O)Cn3cnnn3)ccc2O[C@@H]1CN(C)Cc1ccc(Oc2ccccc2)cc1 | -1.2
COc1ccc(CN(C)C[C@H]2OCCCC[C@H](C)Oc3ccc(NS(=O)(=O)c4ccc(F)cc4)cc3C(=O)N([C@H](C)CO)C[C@@H]2C)cc1 | 0.0
C[C@@H]1CN([C@@H](C)CO)C(=O)c2cc(C#CCc3ccccc3)cnc2O[C@H]1CN(C)C(=O)Cc1cccnc1 | -2.6
O=C(C[C@H]1C[C@@H]2c3cc(NC(=O)C4CCC4)ccc3O[C@@H]2[C@H](CO)O1)NCc1ccc(Cl)cc1 | -1.3
C[C@@H]1CCCCO[C@@H](CN(C)C(=O)c2ccccc2)[C@H](C)CN([C@H](C)CO)C(=O)c2cc(NC(=O)Nc3ccccc3)ccc2O1 | 0.0
COc1ccc(S(=O)(=O)N2CCCCN3[C@H](CO)[C@@H](c4ccc(C#CC5CC5)cc4)[C@H]3C2)cc1 | 0.7
C[C@@H]1CN([C@@H](C)CO)C(=O)c2cc(NS(=O)(=O)c3cccs3)ccc2O[C@@H](C)CCCCO[C@H]1CN(C)Cc1ccc2c(c1)OCO2 | -1.2
Cc1noc(C)c1NC(=O)N(C)C[C@@H]1Oc2ccc(NC(=O)Nc3ccc(C(F)(F)F)cc3)cc2CC(=O)N([C@@H](C)CO)C[C@@H]1C | -2.1
CN1c2ccc(-c3cccc(F)c3)cc2[C@@H]2[C@@H](CCN2S(=O)(=O)c2cccc(F)c2)[C@@H]1CO | 1.2
C[C@@H]1CN([C@H](C)CO)C(=O)c2cccc(NS(C)(=O)=O)c2O[C@H]1CN(C)Cc1ccc(C(=O)O)cc1 | -0.7
COc1cccc(-c2ccc3n(c2=O)C[C@H]2[C@H](CO)[C@@H](C(=O)NC4Cc5ccccc5C4)N[C@@H]32)c1 | -0.8
Cn1cnc(S(=O)(=O)N[C@@H]2C=C[C@@H](CC(=O)N3CCN(c4ccccc4)CC3)O[C@H]2CO)c1 | -0.5
COCC(=O)Nc1ccc2c(c1)[C@H]1C[C@@H](CC(=O)NCc3ccccn3)O[C@@H](CO)[C@H]1O2 | 0.3
CC(C)NC(=O)Nc1ccc2c(c1)C(=O)N([C@H](C)CO)C[C@@H](C)[C@H](CN(C)S(=O)(=O)c1cccs1)OCCCC[C@H](C)O2 | 0.3
COc1ccc(NC(=O)N(C)C[C@H]2Oc3c(NC(=O)c4ccncc4)cccc3C(=O)N([C@H](C)CO)C[C@H]2C)cc1 | -1.8
C[C@@H]1CN([C@@H](C)CO)C(=O)c2cc(NC(=O)Nc3ccc4c(c3)OCO4)ccc2O[C@@H](C)CCCCO[C@H]1CN(C)Cc1ccc(C(=O)O)cc1 | 0.2
Cc1noc(C)c1NC(=O)Nc1ccc2c(c1)CC(=O)N([C@@H](C)CO)C[C@@H](C)[C@@H](CN(C)S(=O)(=O)c1c(C)noc1C)O2 | 0.7

# Arranged by molecular weight (smallest number first): some entries from above.
SMILES | BioA inh
COc1cccc(-c2ccc3n(c2=O)C[C@H]2[C@H](CO)[C@@H](C(=O)NC4Cc5ccccc5C4)N[C@@H]32)c1 | -0.8
Cc1noc(C)c1NC(=O)Nc1ccc2c(c1)CC(=O)N([C@@H](C)CO)C[C@@H](C)[C@@H](CN(C)S(=O)(=O)c1c(C)noc1C)O2 | 0.7
Cc1noc(C)c1NC(=O)N(C)C[C@@H]1Oc2ccc(NC(=O)Nc3ccc(C(F)(F)F)cc3)cc2CC(=O)N([C@@H](C)CO)C[C@@H]1C | -2.1
C[C@@H]1CN([C@@H](C)CO)C(=O)c2cc(NC(=O)Nc3ccc4c(c3)OCO4)ccc2O[C@@H](C)CCCCO[C@H]1CN(C)Cc1ccc(C(=O)O)cc1 | 0.2

# Other entries
SMILES | BioA inh
C[C@H](NC(=O)C[C@H]1CC[C@@H]2[C@H](COC[C@@H](O)CN2C(=O)Nc2cccc(Cl)c2)O1)c1ccccc1 | 0.2
COc1ccc(CN(C)C[C@@H]2Oc3c(NC(=O)c4ccc(-c5nccs5)cc4)cccc3C(=O)N([C@H](C)CO)C[C@H]2C)cc1 | -1.6
C[C@H]1CN([C@@H](C)CO)C(=O)c2cc(C#CC(C)(C)O)cnc2O[C@@H]1CN(C)C(=O)C1CCCCC1 | 0.4
CCCC#Cc1ccc2c(c1)O[C@@H](CN(C)Cc1ccncc1)[C@H](C)CN([C@@H](C)CO)S2(=O)=O | -1.2
COCC#Cc1cnc2c(c1)C(=O)N([C@@H](C)CO)C[C@@H](C)[C@@H](CN(C)C(=O)CN1CCOCC1)O2 | 2.6
CC(C)NC(=O)Nc1ccc2c(c1)C(=O)N([C@@H](C)CO)C[C@H](C)[C@@H](CN(C)S(C)(=O)=O)O2 | -1.0
C[C@H]1CN([C@@H](C)CO)C(=O)c2cc(NC(=O)NC3CCCCC3)ccc2O[C@H]1CN(C)C(=O)Nc1cccc2ccccc12 | 0.0
O=S(=O)(Cc1ccccc1)N1CCCCN2[C@H](CO)[C@H](c3ccc(-c4ccc(F)cc4)cc3)[C@H]2C1 | -2.0
Cc1nn(C)cc1NC(=O)C[C@@H]1CC[C@@H]2[C@H](COc3ccc(NC(=O)NC(C)C)cc3C(=O)N2C)O1 | 4.9
CCCNC(=O)N1C[C@H](O)COC[C@H]2O[C@@H](CC(=O)OC)CC[C@@H]21 | 0.2
COc1ccccc1S(=O)(=O)N(C)C[C@@H]1Oc2cc(/C=C/c3ccccc3)ccc2S(=O)(=O)N([C@@H](C)CO)C[C@@H]1C | -0.9
C[C@H]1CCCCO[C@H](CN(C)S(=O)(=O)c2cccs2)[C@@H](C)CN([C@@H](C)CO)C(=O)c2cc(NC(=O)CCC(F)(F)F)ccc2O1 | 0.6

# Overlap with the part before: 4 compounds; new compounds follow.
SMILES | BioA inh
Cc1nn(C)cc1NC(=O)C[C@@H]1CC[C@@H]2[C@H](COc3ccc(NC(=O)NC(C)C)cc3C(=O)N2C)O1 | 4.9
CCCNC(=O)N1C[C@H](O)COC[C@H]2O[C@@H](CC(=O)OC)CC[C@@H]21 | 0.2
COc1ccccc1S(=O)(=O)N(C)C[C@@H]1Oc2cc(/C=C/c3ccccc3)ccc2S(=O)(=O)N([C@@H](C)CO)C[C@@H]1C | -0.9
C[C@H]1CCCCO[C@H](CN(C)S(=O)(=O)c2cccs2)[C@@H](C)CN([C@@H](C)CO)C(=O)c2cc(NC(=O)CCC(F)(F)F)ccc2O1 | 0.6
CN1C(=O)c2cc(NS(=O)(=O)c3ccc(F)cc3)ccc2OC[C@H]2O[C@@H](CC(=O)O)CC[C@@H]21 | -3.1
O=C(C[C@H]1CC[C@H]2[C@@H](COC[C@H](O)CN2Cc2ccccc2F)O1)N1CCc2ccccc2C1 | 15.7
CC(C)NC(=O)Nc1ccc2c(c1)C(=O)N([C@@H](C)CO)C[C@@H](C)[C@H](CN(C)CC1CCCCC1)OCCCC[C@@H](C)O2 | 2.3
COc1ccc(S(=O)(=O)N(C)C[C@H]2Oc3ccc(NS(C)(=O)=O)cc3C(=O)N([C@@H](C)CO)C[C@@H]2C)cc1 | -1.1
O=C(CC(F)(F)F)N1C[C@@H]2[C@H](c3ccccc31)[C@H](CO)N2C(=O)C1CCOCC1 | 0.7
CC(C)NC(=O)N[C@H]1C=C[C@@H](CC(=O)NCc2ccc(Oc3ccccc3)cc2)O[C@H]1CO | -0.3
COc1ccc(NC(=O)Nc2ccc3c(c2)[C@@H]2C[C@@H](CC(=O)NCc4ccc5c(c4)OCO5)O[C@H](CO)[C@@H]2O3)cc1 | 1.8
COc1ccccc1C#Cc1ccc([C@H]2[C@@H](C#N)N(C(=O)C3CCCCC3)[C@H]2CO)cc1 | -1.7
COc1ccc(-c2cnc3c(c2)C(=O)N([C@@H](C)CO)C[C@H](C)[C@H](CN(C)C(=O)Cc2ccccc2)O3)cc1 | 0.4
C[C@@H]1CCCCO[C@@H](CN(C)CC2CC2)[C@H](C)CN([C@@H](C)CO)C(=O)c2cc(NC(=O)Nc3ccc(C(F)(F)F)cc3)ccc2O1 | -0.9
C[C@@H]1CN([C@@H](C)CO)C(=O)Cc2cc(NS(=O)(=O)c3cccs3)ccc2O[C@H]1CN(C)CC1CC1 | -2.5
C[C@@H]1CCCCO[C@@H](CN(C)Cc2ccc(C(F)(F)F)cc2)[C@@H](C)CN([C@@H](C)CO)C(=O)c2cc(NC(=O)Nc3ccc(C(F)(F)F)cc3)ccc2O1 | -0.3
C[C@@H]1CN([C@H](C)CO)C(=O)c2cccc(NC(=O)C3CCCCC3)c2O[C@H]1CN(C)C(=O)Nc1ccc(C(F)(F)F)cc1 | 0.7
COc1cccc(C(=O)Nc2ccc3c(c2)C(=O)N(C)[C@H]2CC[C@@H](CC(=O)N[C@H](C)c4ccccc4)O[C@@H]2CO3)c1 | -0.8
CC(C)NC(=O)N(C)C[C@@H]1Oc2ccc(NS(C)(=O)=O)cc2CC(=O)N([C@H](C)CO)C[C@@H]1C | -1.6
C[C@H]1CN([C@@H](C)CO)C(=O)c2cccc(NC(=O)Nc3ccc(C(F)(F)F)cc3)c2O[C@H]1CN(C)S(=O)(=O)c1ccc(Cl)cc1 | -2.8
C[C@@H]1CN([C@H](C)CO)C(=O)Cc2cc(NC(=O)C3CC3)ccc2O[C@H]1CN(C)Cc1ccc(Cl)c(Cl)c1 | 0.8
CC=Cc1ccc2n(c1=O)C[C@@H]1[C@@H](CO)[C@H](C(=O)N3CCC(Cc4ccccc4)CC3)N(CC)[C@H]21 (mixture of isomers) | 0.3
COCCNC(=O)C[C@@H]1C[C@H]2c3cc(NC(=O)NC4CCCCC4)ccc3O[C@H]2[C@@H](CO)O1 | -0.5
CCCNC(=O)[C@@H]1[C@@H](CO)[C@@H]2Cn3c(ccc(C4=CCCCC4)c3=O)[C@H]1N2CC | -0.4
C[C@@H]1CN([C@@H](C)CO)C(=O)c2ccccc2-c2ccccc2CO[C@H]1CN(C)S(=O)(=O)c1ccc(Cl)cc1 | 1.7
C[C@@H]1CN([C@H](C)CO)C(=O)c2cccc(NS(=O)(=O)c3ccc(F)cc3)c2O[C@H]1CN(C)Cc1ccccc1 | -1.7
COc1ccc(NC(=O)N(C)C[C@H]2Oc3c(NS(=O)(=O)c4ccc(F)cc4)cccc3C(=O)N([C@@H](C)CO)C[C@@H]2C)cc1 | -5.1
CCCNC(=O)N1C[C@H](O)COC[C@@H]2O[C@H](CC(=O)NCCCN3CCOCC3)CC[C@H]21 | -1.4
CCCNC(=O)Nc1ccc2c(c1)C(=O)N(C)C[C@@H](OC)[C@@H](C)CN[C@H](C)CO2 | -1.3
CO[C@H]1CN(C)C(=O)c2ccc(NC(=O)C3CC3)cc2OC[C@@H](C)N(CCC(F)(F)F)C[C@@H]1C | 3.7
C[C@@H]1CN([C@@H](C)CO)C(=O)c2cccc(NC(=O)c3ccncc3)c2O[C@H]1CN(C)Cc1ccc(Cl)c(Cl)c1 | 0.4
Cc1noc(C)c1NC(=O)NCC[C@H]1CC[C@H](NC(=O)Nc2cccc(F)c2)[C@@H](CO)O1 | 1.3
C[C@@H]1CCCCO[C@@H](CN(C)S(=O)(=O)c2cccs2)[C@H](C)CN([C@H](C)CO)C(=O)c2cc(NS(=O)(=O)c3ccc(F)cc3)ccc2O1 | -1.6
C[C@@H]1CCCCO[C@H](CN(C)S(=O)(=O)c2cn(C)cn2)[C@H](C)CN([C@H](C)CO)C(=O)c2cc(NC(=O)CCCN(C)C)ccc2O1 | 0.5
C[C@@H]1CN([C@H](C)CO)C(=O)c2cc(NC(=O)c3ccccc3)ccc2O[C@@H](C)CCCCO[C@@H]1CN(C)S(=O)(=O)c1ccc(Cl)cc1 | 0.6
COCC(=O)NC[C@@H]1[C@H](c2ccc(C3=CCCC3)cc2)[C@@H](CO)N1C(=O)C1CC1 | 7.2
CC(C)[C@H](C)NC(=O)N(C)C[C@@H]1OCc2ccccc2-c2c(n(C)c3ccccc23)C(=O)N([C@H](C)CO)C[C@@H]1C | 1.9
CN(C)C(=O)c1cccc(-c2ccc([C@H]3[C@@H](C#N)N(C(=O)C4CCCCC4)[C@H]3CO)cc2)c1 | 0.9
C[C@H](CO)N1C[C@H](C)[C@@H](CN(C)C(=O)c2cccc(F)c2)Oc2ncc(-c3cccnc3)cc2C1=O | 2.6
C[C@@H]1CN([C@@H](C)CO)S(=O)(=O)c2ccc(C3=CCCC3)cc2O[C@@H]1CN(C)Cc1ccncc1 | 10.0
Cc1ccccc1NC(=O)Nc1ccc2c(c1)C(=O)N(C)[C@H]1CC[C@@H](CC(=O)O)O[C@@H]1CO2 | 12.6
CCN1[C@@H]2c3ccc(C4=CCCC4)c(=O)n3C[C@@H]2[C@@H](CO)[C@@H]1C(=O)N(C)C | 0.2
Cc1noc(C)c1NC(=O)Nc1ccc2c(c1)C(=O)N([C@H](C)CO)C[C@H](C)[C@@H](CN(C)Cc1ccc3c(c1)OCO3)O2 | -1.5
C[C@H]1CN([C@@H](C)CO)C(=O)c2cccc(NS(=O)(=O)c3ccccc3)c2O[C@H]1CN(C)Cc1ccncc1 | -2.2
CCCC#Cc1ccc2c(c1)O[C@H](CN(C)C(=O)NC(C)C)[C@H](C)CN([C@@H](C)CO)S2(=O)=O | -0.4
